S100A4 inh HTS – blocks human S100A4 binding to myosin IIA peptide; P26447; 360,000 tested, 0.14% active; inhibition, % at 10.7 µM; S100A4/TAMRA-MyoIIA peptide fluorescence polarization;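 active = mean inhibition of at least 70% across replicates, with every replicate also reaching that level; inconclusive = mean inhibition reaches 70% but some replicates fall short; inactive = mean inhibition below 70%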
Target sequence (P26447 whole entry, looked up): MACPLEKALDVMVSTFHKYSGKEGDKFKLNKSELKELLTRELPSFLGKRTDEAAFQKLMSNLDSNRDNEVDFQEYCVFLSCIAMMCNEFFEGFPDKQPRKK
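Compound dosing: one dose per compound; test system: human S100A4 monomer with TAMRA-labelled myosin IIA peptide; probe or stimulus: TAMRA-labelled myosin IIA heavy-chain peptide probe, 5 nM; medium: HEPES buffer with Ca2+, pH 7.2; schedule: 5 min incubation before reading; benchmarks: neutral control DMSO, positive control TFP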
PglD inh – PglD (C. jejuni) enzyme inhibition; purified PglD enzyme, DTNB colorimetric CoA detection; 360,000 tested, 0.098% active; inhibition, % at 12.5 µM; in the data active = inhibition above about 16%, passing the limit was not always enough; inconclusive = no clear call, values can overlap the other calls; also: strong numbers were not always called active
E-selectin induc – E-selectin induction on HUVECs. P16581. HUVEC E-selectin immunofluorescence imaging; normalized: neutral wells 0, TNF-alpha wells 100. activation, % at 7.58 µM. 260,000 tested, 0.37% active. AID 686992;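 active = mean E-selectin-positive cell signal at least 10% of the positive control, reached in at least 60% of replicates, without over 20% cell loss; inconclusive = no rule given, readout overlaps actives, possibly toxicity-flagged; inactive = the rest, including those meeting only one limit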;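 also: in these data hits start at about 27%; measured in HUVEC primary endothelial cells; signal is the percent of cells scored E-selectin positive by PE staining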
Target sequence (P16581 whole entry, looked up): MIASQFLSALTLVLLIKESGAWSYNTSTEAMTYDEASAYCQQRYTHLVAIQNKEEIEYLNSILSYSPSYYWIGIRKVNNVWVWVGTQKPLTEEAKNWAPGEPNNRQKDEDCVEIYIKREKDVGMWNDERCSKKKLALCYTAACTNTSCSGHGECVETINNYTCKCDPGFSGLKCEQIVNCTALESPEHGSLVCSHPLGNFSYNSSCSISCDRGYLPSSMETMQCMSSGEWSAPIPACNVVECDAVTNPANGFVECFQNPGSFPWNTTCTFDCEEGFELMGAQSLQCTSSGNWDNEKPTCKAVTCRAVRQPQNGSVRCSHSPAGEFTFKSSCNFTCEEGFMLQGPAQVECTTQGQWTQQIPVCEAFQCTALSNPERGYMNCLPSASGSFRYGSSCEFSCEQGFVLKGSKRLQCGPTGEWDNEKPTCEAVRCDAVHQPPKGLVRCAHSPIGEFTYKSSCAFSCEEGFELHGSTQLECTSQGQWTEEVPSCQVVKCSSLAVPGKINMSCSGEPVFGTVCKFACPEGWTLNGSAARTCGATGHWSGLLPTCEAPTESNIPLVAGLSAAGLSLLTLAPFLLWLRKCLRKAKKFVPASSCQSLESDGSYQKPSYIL
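Assay system: HUVEC, human umbilical vein endothelial cells / Amount: 3,000 HUVEC/well / Controls: TNF-alpha positive control, DMSO neutral control / Compound dosing: single concentration / Medium: EGM-2 over gelatin coat / Evaluation: percent E-selectin-positive cells / Signal: immunofluorescence imaging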
Statin myotox sup – protects C2C12 myotubes from simvastatin toxicity. ATP luminescence, 48 h; scaled: DMSO 0, geranylgeraniol control 100. rescue of ATP level, % at 7.49 µM. 330,000 tested, 0.78% active;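 active = mean ATP rescue above about 67%, or every replicate alone reaching that limit, limit read from the data, passing the limit was not always enough; inconclusive = no clear call, values can overlap the other calls; inactive = mean under the limit and some replicate under it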;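 also: myotubes were challenged with 10 µM simvastatin during compound exposure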
SIRT5 inh – inhibitors of human sirtuin-5 desuccinylase. Q9NXA8. AID 652115. inhibition, % at 15 µM. 330,000 tested, 1.1% active. Purified SirT5, succinyl-peptide AMC, trypsin-coupled fluorescence; in the data active = inhibition above about 15%; inconclusive = no clear call, values can overlap the other calls
Target sequence (Q9NXA8 whole entry, looked up): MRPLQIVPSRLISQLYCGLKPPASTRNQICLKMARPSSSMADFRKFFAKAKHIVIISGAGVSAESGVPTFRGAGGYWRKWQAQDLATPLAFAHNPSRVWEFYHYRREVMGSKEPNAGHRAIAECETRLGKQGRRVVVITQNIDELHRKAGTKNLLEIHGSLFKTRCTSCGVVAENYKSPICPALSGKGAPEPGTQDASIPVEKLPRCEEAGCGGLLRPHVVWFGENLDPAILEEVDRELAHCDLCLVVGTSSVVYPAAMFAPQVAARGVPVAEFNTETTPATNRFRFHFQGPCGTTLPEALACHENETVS
DENV2 CPE rescue – inhibitors of DENV2 cytopathic effect. CPE inhibition, % at 9.99 µM. DENV2-infected cells, cytopathic effect rescue, plate reader. 350,000 tested, 1.7% active; in the data active = CPE inhibition above about 20%, passing the limit was not always enough; inconclusive = no clear call, values can overlap the other calls; tested in BHK-21 cells;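 also: 0% = median of neutral control wells and 100% = median of positive control wells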
ERp5 block – ERp5 (human) disulfide isomerase inhibition | Q15084 | ERp5 insulin aggregation, absorbance 650 nm, 90 min | inhibition, % at 9.99 µM | 350,000 tested, 0.05% active | AID 651711;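 active = mean replicate inhibition above about 25%, with every replicate also reaching it, limit read from the data, passing the limit was not always enough; inconclusive = only one of those two criteria met; inactive = neither criterion met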
Starred values were filed as active, the others as inactive; ? = inconclusive; . = not tested or not shown; & = joins results of further samples. These rows are one share of the data; rates above refer to the full screens.

SMILES	S100A4 inh HTS	PglD inh	E-selectin induc	Statin myotox sup	SIRT5 inh	DENV2 CPE rescue	ERp5 block
O=C(c1cccs1)N(Cc1ccc(F)cc1)C1CCS(=O)(=O)C1 (centres undefined)	-1	5	1.1	-7	8	7	13
COc1ccc(C2CC(c3ccccc3)=NN2S(=O)(=O)c2ccccc2)c(OC)c1 (centres undefined)	-55	.	-0.1	.	-4	22*	0
COc1ccc(CNC(=O)CS(=O)(=O)Cc2nc(-c3cccc(OC)c3)oc2C)cc1	3	-4	.	-2	-3	1	-2
CCOC(=O)C1=C(COC(=O)c2cc(S(=O)(=O)N(C)C)ccc2C)NC(=O)NC1C (centres undefined)	-20	0	-2.6	0	-10	10	-1
CCOc1ccc(NC(=O)CN(C)C(=O)c2cn(-c3ccccc3)nc2-c2cccs2)cc1OCC	-3	-9	0.5	5	0	-2	-2
C[C@H]1CN([C@@H](C)CO)C(=O)c2cccc(NC(=O)Nc3ccc4c(c3)OCO4)c2O[C@@H]1CN(C)C(=O)Nc1ccc2c(c1)OCO2	7	1	-0.4	-27	2	.	-5
CN(Cc1ccccc1)CC(O)CC(O)c1ccccc1 (centres undefined)	-15	-3	.	.	-1	14	3
CCC(C)N1C(=O)S/C(=C/c2ccc(Sc3nc4ccccc4[nH]3)o2)C1=O (centres undefined)	-3	.	.	.	-2	2	2
C[C@@H]1CN([C@@H](C)CO)C(=O)Cc2cc(NC(=O)Nc3cccc4ccccc34)ccc2O[C@@H]1CN(C)S(=O)(=O)c1ccccc1	-31	5	0.6	61	-1	2	-2
CC(OC(=O)c1ccc2ncsc2c1)C(=O)NC1CCCCC1C (centres undefined)	-4	1	-1.1	1	2	13	0
COC(=O)c1ccc(S(=O)(=O)c2ccc(Cl)cc2)c(N)c1	7	1	0.3	-1	-2	-3	2
N#C/C(=C\c1c(N2CCC(C(N)=O)CC2)nc2ccccn2c1=O)C(=O)NC1CCCCC1	0	-1	.	-3	2	-1	-1
C[C@H](CO)N1C[C@H](C)[C@@H](CN(C)C)Oc2ccc(NC(=O)C3CCCCC3)cc2CC1=O	5	2	0.1	-19	-1	0	-6
O=C(Nc1ccc(S(=O)(=O)N2CCCC2)cc1)c1ccc([N+](=O)[O-])cc1	-2	6	.	-13	3	-3	1
COc1ccc(C(C2C(=O)CC(C)(C)CC2=O)C2C(=O)CC(C)(C)CC2=O)cc1CO	-3	2	-0.1	0	-3	-2	2
Cc1c(NC(=O)/C(C#N)=C/c2ccccc2)c(=O)n(-c2ccccc2)n1C	-17	.	0.0	.	-2	-2	3
Cc1cccc(-n2cnc3c(sc4nc(N5CCOCC5)c5c(c43)CCCC5)c2=O)c1	4	.	0.1	.	-2	-7	8
O=C(C[C@@H]1CC[C@@H]2[C@H](COC[C@H](O)CN2Cc2ccc(Oc3ccccc3)cc2)O1)N1CCCCC1	-2	-3	0.0	41	-1	-7	3
CO[C@H]1CN(C)C(=O)c2cc(NC(=O)C3CC3)ccc2OC[C@H](C)N(Cc2ccccc2)C[C@H]1C	4	-1	-0.3	14	7	-6	-2
C=CCNC(=O)N1c2ccccc2Sc2ccccc21	17	6	-0.1	20	-2	0	0
CCNC(=O)COc1ncnc2scc(-c3ccc(F)cc3)c12	2	.	4.8	.	-9	2	7
CC(CC(=O)NC1CCCCC1)S(=O)(=O)c1ccc2c(c1)NC(=O)CO2 (centres undefined)	-5	2	.	-1	13	1	4
O=C(Nc1ccc(-c2cn3ccsc3n2)cc1)c1ccc(F)c(S(=O)(=O)N2CCOCC2)c1	.	0	-2.4	-3	.	.	.
CN(C)C(=O)C[C@@H]1C=C[C@@H](NC(=O)C2CCOCC2)[C@@H](CO)O1	3	.	-0.1	.	-2	7	-3
CCOc1ccc(S(=O)(=O)N2CCOCC2)cc1NC(=O)CSCC(=O)Nc1cccc(C)c1	-1	-4	-0.1	3	-2	-6	4
CC(=O)N1CCN(C(=O)c2ccc3c(c2)OCCO3)CC1	0	-12	-0.1	5	1	-9	1
CCOC(=O)c1cc(C#N)c(N2CCN(C(=O)c3ccccc3)CC2)nc1C(F)(F)F	-1	.	.	6	-4	?	-3
Cn1cnc(S(=O)(=O)Nc2ccc(OC(F)(F)F)cc2)c1	4	.	2.5	.	-2	-1	-1
C[C@@H]1CN([C@H](C)CO)C(=O)c2cc(NC(=O)CCCCCC(=O)Nc3ccccc3N)ccc2O[C@H]1CN(C)S(=O)(=O)c1ccc(Cl)cc1	-1	-2	-0.1	-65	0	9	-5
O=C(C[C@@H]1C[C@@H]2c3cc(NC(=O)C4CCC4)ccc3O[C@@H]2[C@@H](CO)O1)NCc1ccccn1	0	2	-0.2	2	2	-3	-3
COc1cc(C(=O)OCC(C)=O)c([N+](=O)[O-])cc1OC	1	-2	6.9	5	-4	-9	3
C[C@H]1CN([C@@H](C)CO)C(=O)c2cc(NS(=O)(=O)c3ccc(Cl)cc3)ccc2O[C@@H]1CN(C)Cc1ccc(Cl)c(Cl)c1	7	2	0.5	-4	-2	4	0
Cc1ccc(S(=O)(=O)c2c(C)cc(C)nc2N2CCCC2)cc1	0	.	4.6	.	-1	1	-1
CCN(CC)c1ccc(C=Nc2ccccc2C)c(O)c1	-2	0	0.9	.	-4	3	6
COC(=O)c1cc(C(=O)OCC(=O)c2ccc[nH]2)cc([N+](=O)[O-])c1	-4	-2	0.3	3	-4	-8	3
CC(=O)Nc1ccc(NC(=O)c2c(C)nn(Cc3ccccc3)c2Cl)cc1	-4	-1	.	3	0	-5	0
Cc1ccnc(NC(=O)c2cccc(NC(=O)c3ccc(Cl)cc3)c2)c1	-4	-3	0.0	-3	-4	0	4
COc1ccc(-n2ncc(C(C)NS(=O)(=O)c3cccs3)c2C)cc1 (centres undefined)	17	-5	0.4	5	1	?	2
CC(C)NC(=O)N(C)C[C@H]1Oc2ccc(NS(=O)(=O)c3cccs3)cc2C(=O)N([C@H](C)CO)C[C@@H]1C	5	12	2.3&0.0	-1	0	14	1
Cc1ccc(C)c(-n2c(-c3ccco3)n[nH]c2=S)c1	-6	4	1.5	.	1	8	3
Cc1ccc(S(=O)(=O)N(C)CC(=O)OCC(=O)NC(c2ccccc2)c2ccccc2)cc1	-3	.	1.0	.	-2	-12	4
COc1ccccc1C(=O)Nc1ccc(S(=O)(=O)N2CCC(C)CC2)cc1	0	-16	.	14	2	-5	1
CCn1cc(CCC(=O)NCCc2ccccc2)c2ccccc21	-6	2	0.2	22	-3	6	5
CC(=O)Nc1cccc2c1C(=O)N(c1ccc(OC(C)=O)cc1)C2=O	-5	.	.	.	1	1	2
CNC(=S)N1CCN(C(=O)c2ccco2)CC1	-5	-3	1.1	-3	-5	-9	3
COC(=O)/C=C/C(=O)N1CCN(c2ccccc2)CC1	3	-6	.	.	-1	.	1
COCC(=O)Nc1ccc2c(c1)C(=O)N(C)[C@H]1CC[C@H](CC(=O)NCc3ccccc3Cl)O[C@@H]1CO2	.	-1	0.1	0	.	3	.
C[C@@H]1CCCCO[C@H](CN(C)CC2CCCCC2)[C@H](C)CN([C@@H](C)CO)C(=O)c2cc(NC(=O)CCCCCC(=O)Nc3ccccc3N)ccc2O1	2	2	0.0	.	-3	6	3

Reprinted at random: three compounds from above, in no set order.
SMILES	S100A4 inh HTS	PglD inh	E-selectin induc	Statin myotox sup	SIRT5 inh	DENV2 CPE rescue	ERp5 block
COc1ccc(-n2ncc(C(C)NS(=O)(=O)c3cccs3)c2C)cc1 (centres undefined)	17	-5	0.4	5	1	?	2
C[C@@H]1CCCCO[C@H](CN(C)CC2CCCCC2)[C@H](C)CN([C@@H](C)CO)C(=O)c2cc(NC(=O)CCCCCC(=O)Nc3ccccc3N)ccc2O1	2	2	0.0	.	-3	6	3
CC(=O)Nc1cccc2c1C(=O)N(c1ccc(OC(C)=O)cc1)C2=O	-5	.	.	.	1	1	2

(listing goes on)
SMILES	S100A4 inh HTS	PglD inh	E-selectin induc	Statin myotox sup	SIRT5 inh	DENV2 CPE rescue	ERp5 block
CNC[C@H](CC1CCCCC1)NC[C@H](NCCC1CCCC1)[C@H](C)O	3	-1	0.0	-23	.	.	0
CC(C)NC(=O)c1ccc2c(c1)N(CC(=O)N1CCCCC1)C(=O)C(C)(C)O2	-8	3	16	3	-1	5	2
COC(=O)CSc1nc(NC#N)nc(NC(C)C)n1	-2	-2	.	1	2	.	5
COc1ccc(OC)c(NC(=O)COC(=O)c2c3c(nc4ccccc24)CCCC3)c1	7	3	.	21	5	0	-3
O=C(COc1cc(F)ccc1[N+](=O)[O-])Nc1ccc(N2CCOCC2)cc1	-1	.	-0.3	.	1	?	-6
Cc1ccc(NC(=S)/N=C(\N)Nc2nc(C)c3cc(C)c(C)cc3n2)cc1C	-10	1	-0.5	-17	-2	6	?
CC1C(=O)N(Cc2cn(CCC3OCCO3)nn2)CCS(=O)(=O)N1Cc1ccc(-c2ccc(F)nc2)cc1 (centres undefined)	0	0	-8.1	-1	-5	-2	-5
Cc1cc(C)c2c(c1)CC(C)(C)CC2=O	1	1	-0.1	1	-2	-5	6
O=C(C1CCCC1)N1CC2(C1)[C@H](c1ccccc1)[C@@H](CO)N2CC1CC1	-5	.	0.0	.	-4	8	-2
COc1ccc(NC(C)=O)cc1S(=O)(=O)Nc1ccc2c(c1)OCCO2	-7	.	.	.	4	2	4
COc1ccc(OCC(=O)Nc2ccc3oc(-c4ccncc4)nc3c2)cc1	-2	-12	-0.1	-10	-3	7	0
CCCNC(=O)N1CCN(S(=O)(=O)c2ccc3c(c2)OCCO3)CC1	3	-4	1.1	-7	5	-2	3
COc1ccc(S(=O)(=O)N(C)C[C@H]2OCCCC[C@@H](C)Oc3ccc(NC(=O)Nc4ccccc4)cc3C(=O)N([C@H](C)CO)C[C@@H]2C)cc1	.	-1	-0.4	.	.	5	.
C/C(=N\Nc1ccc([N+](=O)[O-])cc1)c1cc2ccccc2o1	4	.	0.3	.	0	-2	2
O=C(Cn1ccc(NC(=O)OCc2ccccc2)nc1=O)NCCN1CCOCC1	-1	7	0.2	11	.	13	2
O=C(C[C@H]1C[C@@H]2c3cc(NS(=O)(=O)c4ccc(F)cc4)ccc3O[C@@H]2[C@@H](CO)O1)N1CCOCC1	0	2	0.0	5	-4	-1	6
C[C@H](CO)N1C[C@H](C)[C@@H](CN(C)C(=O)c2cccnc2)Oc2ncc(-c3ccc(C(=O)N(C)C)cc3)cc2C1=O	5	2	.	14	-3	26	3
CNC[C@@H]1OCCCC[C@@H](C)Oc2ccc(N(C)C)cc2C(=O)N([C@@H](C)CO)C[C@H]1C	-5	.	0.2	.	-3	.	.
CCC(=O)N(C)C[C@H]1Oc2cc(-c3cccc(F)c3)ccc2S(=O)(=O)N([C@H](C)CO)C[C@@H]1C	8	3	-0.2	-10	-2	4	-2
CS(=O)(=O)N1N=C(c2cccs2)CC1c1ccc(Cl)o1 (centres undefined)	0	.	.	.	3	-4	-2
COc1ccc(CCNC(=O)COC(=O)c2cc(S(=O)(=O)N3CCOCC3)ccc2C)cc1OC	-7	3	0.9	-7	.	14	-1
O=C(C[C@@H]1CC[C@@H]2[C@H](COC[C@@H](O)CN2C(=O)c2ccncc2)O1)NCc1cc(F)cc(F)c1	-1	3	0.0	11	5	-13	1
O=C(C[C@H]1CC[C@H]2[C@@H](COC[C@@H](O)CN2Cc2cccc(-c3ccncc3)c2)O1)N1CCN(c2ccccc2)CC1	-32	1	0.0	-19	1	8	-1
CN(C)CC(=O)N1CC[C@@H]2[C@H]1c1cc(-c3ccccc3F)ccc1N(C)[C@@H]2CO	.	1	0.0	-9	.	49*	.
CCCc1n[nH]c2c1/C(=N\OCC)CC(C)(C)C2	5	.	0.6	.	.	-3	3

Assay outcomes (PubChem)
